GRP78 ERSR act: qHTS for Inducers of the Endoplasmic Reticulum Stress Response (ERSR) in Human Glioma: qHTS. U87-MG GRP78 promoter luciferase reporter, 16 h. Potency, µM, for the others: at the top dose activation, hits mostly activators. hit rate 0.02% among 420,000; also: potency is read from the fitted curve at half-maximal effect; series mostly up to about 76 µM; % of control where 0% means no effect; nearly all actives have a fitted effect of over 35% in size
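ERSR induction read as luciferase luminescence (Bright-Glo, 10 min at room temperature) in stably transfected human U87-MG glioma cells exposed to compounds for 16 h, using GRP78 as sensor.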
D1 potentiator: Potentiators of Human D1 Dopamine Receptor: qHTS; hit rate 0.036% among 360,000; HEK293 TREx D1 cells, calcium flux, dopamine EC20 potentiation; AID 504651, 2011; potentiation, % at 10 µM; in the data active = potentiation above about 30%; also: 0% is about no effect
D1 ag: Allosteric Agonists of the Human D1 Dopamine Receptor: qHTS | D(1A) dopamine receptor (Homo sapiens), P21728 | AID 504660, 2011 | hit rate 1% among 360,000 | HEK293 T-REx D1 cells, calcium flux, agonist mode | activation, % at 2 µM; in the data active = activation above about 30%; also: 0% is about no effect
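Agonism was scored from calcium flux recorded over 180 s (1 read/s) after pintool compound addition, following a 10-cycle baseline. Cells were inducible force-coupled HEK293 TREx D1, plated overnight at 30 C and loaded with no-wash calcium dye.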
D2 potentiator: HTS Assay for Positive Allosteric Modulators of the Human D2 Dopamine Receptor: Primary Screen for Potentiators. D(2) dopamine receptor (Homo sapiens), P14416. HEK293 T-REx D2, calcium flux, EC20 dopamine potentiation. potentiation, % at 10 µM. hit rate 0.34% among 340,000. AID 485347, 2010;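 active = potentiation over 3 SD above the plate norm, cut at about 30% in these data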; also: 0% is about no effect
Target sequence (P14416 whole entry, looked up): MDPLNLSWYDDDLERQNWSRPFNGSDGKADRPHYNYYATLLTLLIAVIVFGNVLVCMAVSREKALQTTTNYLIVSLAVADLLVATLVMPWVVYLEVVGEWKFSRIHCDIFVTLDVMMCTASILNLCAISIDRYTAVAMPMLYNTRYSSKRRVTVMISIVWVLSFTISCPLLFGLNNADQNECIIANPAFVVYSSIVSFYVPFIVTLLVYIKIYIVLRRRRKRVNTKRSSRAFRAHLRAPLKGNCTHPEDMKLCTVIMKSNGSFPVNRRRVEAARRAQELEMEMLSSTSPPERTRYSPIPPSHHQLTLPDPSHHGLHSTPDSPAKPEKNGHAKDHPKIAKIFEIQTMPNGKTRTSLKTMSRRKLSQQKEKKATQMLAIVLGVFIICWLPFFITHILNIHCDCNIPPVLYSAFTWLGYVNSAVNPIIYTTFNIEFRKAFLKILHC
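Using a no-wash calcium dye in inducible, force-coupled HEK293 Trex cells expressing D2, we tracked fluorescence each second for 180 s after compound, then for 180 s after EC20 dopamine to detect augmented signalling.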
RXFP1 antagonist: qHTS Assay for Antagonists of the Relaxin Receptor RXFP1; Relaxin receptor 1 (Homo sapiens), Q9HBX9; HEK293-RXFP1, relaxin-stimulated cAMP HTRF, 30 min; hits give low values; activity change, negative = inhibition, % at 57.5 µM; hit rate 0.59% among 350,000; AID 1259400, 2018;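 active = activity change of -60% or lower, but not beyond a set lower limit; inconclusive = change between -60% and -40%, or beyond the set limit; inactive = change above -40%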; also: % is scaled to controls: 0 for no effect and ±100 for the full control effect
D1 antagonist: Antagonist of Human D 1 Dopamine Receptor: qHTS; D(1A) dopamine receptor (Homo sapiens), P21728; HEK293 TREx D1 cells, calcium flux, dopamine EC80; hits give low values; activity change, negative = inhibition, % at 10 µM; hit rate 3.2% among 360,000; in the data active = activity change below about -30%; also: % is scaled to controls: 0 for no effect and ±100 for the full control effect
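Tetracycline-induced HEK293 T-REx cells with force-coupled D1 receptor were loaded with a no-wash calcium dye. Compound was added after a 10 s baseline and read kinetically for 180 s; EC80 dopamine was then added and calcium flux followed another 180 s.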
RXFP1 ag: qHTS Assay for Agonists of the Relaxin Receptor RXFP1; HEK293T-RXFP1 cAMP TR-FRET, 30 min; response scale: percent of porcine relaxin response, buffer zero; hit rate 0.3% among 370,000; Potency, µM (series often up to 57.5 µM), without a hit: top-dose activation, most hits filed as activators; Relaxin receptor 1 (Homo sapiens), Q9HBX9; also: potency is read from the fitted curve at half-maximal effect; % is scaled to controls: 0 for no effect and ±100 for the full control effect; nearly all actives have a fitted effect of over 60% in size; many of its hits are not listed in these tables
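cAMP rise read by TR-FRET after 30 min, 37C compound exposure (up to 58 uM) in RXFP1-transfected HEK293 cells with Ro 20174 present. EC50 from Hill-equation fits, with 29 nM porcine relaxin as 100% and buffer as basal.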
Vif-A3G inh: qHTS for Inhibitors of Vif-A3G Interactions: qHTS | DNA dC->dU-editing enzyme APOBEC-3G (Homo sapiens), Q9HC16 | HeLa A3G-eYFP + Vif (tagged APOBEC3G with the HIV-1 protein that degrades it), YFP fluorescence, overnight | Potency, µM (top dose mostly 46.1 µM), without a hit: top-dose activity, negative = active, actives largely listed as inhibitors | hit rate 0.076% among 410,000 | AID 602310, 2012;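 also: potency is read from the fitted curve at half-maximal effect; % is scaled to controls: 0 for no effect and ±100 for the full control effect; nearly all actives have a fitted effect of over 60% in size; hits raise eYFP signal because A3G escapes Vif-driven loss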
Target sequence (Q9HC16 whole entry, looked up): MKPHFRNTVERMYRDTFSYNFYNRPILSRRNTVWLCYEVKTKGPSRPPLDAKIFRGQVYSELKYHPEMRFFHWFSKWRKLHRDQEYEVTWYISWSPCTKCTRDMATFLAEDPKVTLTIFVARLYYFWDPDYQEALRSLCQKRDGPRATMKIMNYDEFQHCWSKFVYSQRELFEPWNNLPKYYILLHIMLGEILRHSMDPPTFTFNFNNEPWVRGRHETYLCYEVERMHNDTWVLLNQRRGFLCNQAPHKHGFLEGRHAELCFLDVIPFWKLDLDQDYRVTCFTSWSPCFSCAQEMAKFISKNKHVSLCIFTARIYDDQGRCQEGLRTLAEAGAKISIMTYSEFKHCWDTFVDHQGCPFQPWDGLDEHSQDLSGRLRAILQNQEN
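Read-out is eYFP fluorescence (Ex 488/Em 500-530) from Vif-expressing HeLa A3G-eYFP cells; more signal means A3G escaped Vif-mediated degradation. Cells plated overnight, compound pinned in, incubated overnight at 37 deg C.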
Vif-A3F inh: qHTS for Inhibitors of Vif-A3F Interactions: qHTS. HeLa A3F-eYFP + Vif (tagged APOBEC3F with the HIV-1 protein that degrades it), YFP fluorescence increase. hit rate 0.2% among 390,000. Potency, µM (highest dose often 46.1 µM), inactives show at the top dose activity, negative = active; also: potency is read from the fitted curve at half-maximal effect; % of control where 0% means no effect; nearly all actives have a fitted effect of over 65% in size
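HeLa cells stably expressing A3F-eYFP plus Vif, plated and incubated overnight at 37 deg C, then exposed to compounds overnight at 37 deg C. Blocked degradation read as raised yellow fluorescence (Ex 488/Em 500-530).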
The depositor's hits bear a star; ? = inconclusive; nt = not tested or not shown; & = joins results of further samples. Unless noted, calls follow the shape of the dose curve; as a rule, active = well fitted curve in the direction sought with a large enough effect; inconclusive = small, poorly fitted or top-dose-only effect, or another doubt; inactive = no such curve, though single readings can be large; an effect the other way counts as inactive or inconclusive. Some of the compounds tested; the hit share may differ from the screen's.

SMILES	GRP78 ERSR act	D1 potentiator	D1 ag	D2 potentiator	RXFP1 antagonist	D1 antagonist	RXFP1 ag	Vif-A3G inh	Vif-A3F inh
CC(C)c1ccc(NC(=O)C(c2ccccc2)N2CCN(C(=O)c3ccco3)CC2)cc1 (stereo not drawn)	4%	-2	-1	25	-7	15	-0.8%	-3%	nt
c1ccc(C2CNCc3c2ccc2ccccc32)cc1 (stereo not drawn)	-1%	-11	46*	-21	-30	-39*	5.1%	?	3%
COC(=O)c1c(C#N)c(N)nc2c1CCC2	-6%	-1	2	-16	-9	10	5.6%	0%	-4%
O=C(Nc1ccccc1)N1CCCC(CNS(=O)(=O)Cc2ccccc2)C1 (stereo not drawn)	10%	-4	1	-2	-8	0	-1.3%	-1%	-4%
Oc1ccc(C2=Nn3c(nnc3-c3ccco3)SC2)cc1O	?	-1	1	4	-22	-4	0.7%	?	-9%
Cn1cc(Br)c(C(=O)N/N=C/c2cccc(OC3CSC3)c2)n1	6%	2	2	2	2	-30*	-0.8%	-4%	-7%
Cc1cc(C)c(Cn2c(=O)n(CCCC(=O)NCc3ccc4c(c3)OCO4)c(=O)c3sccc32)c(C)c1	0%	1	1	-1	2	-6	?	-6%	-14%
CCOC(=O)C1CCN(c2c(NCCN(CC)c3ccccc3)c(=O)c2=O)CC1	-3%	-8	4	-12	-3	8	-2.6%	-1%	10%
COc1ccc(NC(=O)c2cccnc2)c(OC)c1	-3%	-2	7	8	-1	-5	0.3%	2%	-1%
Oc1ccc(/C=C/c2nc(-c3ccccc3O)n(-c3ccccc3)n2)c(O)c1	-1%	-3	14	6	-11	-3	0.8%	-2%	5%
COc1ccc(OC)c(S(=O)(=O)N2CCN(C)CC2)c1	-4%	2	2	-8	-1	-3	0.7%	3%	-6%
COC(=O)c1ccccc1NC(=O)Cn1nc(C)c2nn(-c3ccc(Cl)cc3)c(C)c2c1=O	-3%	-2	0	nt	-10	-22	4.9%	2%	0%
CC(C)c1ccc(NC(=O)CN2C(=O)COc3ccc(S(=O)(=O)N4CCCCCC4)cc32)cc1	-4%	4	4	2	-18	5	20%	5%	-5%
CCN(C(=O)CSc1nc2n[nH]c(C)c2c(=N)n1-c1ccc(Cl)c(C)c1)c1cccc(C)c1	12%	-7	3	6	-30	5	1.3%	1%	0%
CCCC(=O)Nc1nnc(SCC(=O)N2CCCCC2)s1	-2%	nt	2	-6	-10	-18	3.5%	1%	-5%
CC(=O)c1cccc(NC(=O)CN(c2cc(C)cc(C)c2)S(=O)(=O)c2c(C)noc2C)c1	-3%	2	1	-1	nt	-8	-1.8%	-2%	1%
CN(C)CCN=Cc1c(O)n(Cc2ccc3c(c2)OCO3)c(=O)c2ccccc12	0%	-4	5	9	-17	-9	0.1%	1%	-1%
Cc1cc(C)cc(NC(=O)CSCc2nc3c(nnn3Cc3ccc(F)cc3)c(=O)[nH]2)c1	-1%	nt	nt	nt	7	nt	nt	0%	-7%
Cc1c(C(=O)Nc2ccc(Cl)cc2)c2ccccn2c1CCc1ccncc1	5%	-10	9	-10	-4	-2	-1.1%	-1%	-3%
O=C(O)CCCN1C(=O)/C(=C/C=C/c2ccco2)SC1=S	-15%	-5	4	-1	12	-14	-11%	-5%	-25%
CC(C)C(=O)NC(=S)Nc1ccccc1F	2%	-5	0	-13	-14	-21	0.9%	-6%	3%
CCCCN1CCCC1CNC(=O)c1cc(C#N)c2ccccc2c1OC (stereo not drawn)	nt	-4	4	-27	nt	-41*	2.4%	nt	nt
OCC1OC(n2nc3ccccc3n2)C(O)C(O)C1O (stereo not drawn)	-3%	-9	4	14	-1	-6	2.1%	1%	3%
CC(NC(=O)C1CCN(S(=O)(=O)c2ccc3nc4c(c(C(=O)O)c3c2)CCCC4)CC1)c1ccccc1 (stereo not drawn)	-2%&-5%	-4&-2	4&1	8&15	-8&-3	1&6	1.9%&-1.2%	0%&6%	2%&0%
Cc1cccc(N(C(=O)c2nsc(Cl)c2Cl)C(C(=O)NC2CCCC2)c2ccc(O)cc2)c1C (stereo not drawn)	-3%	-8	6	2	-6	-40*	3.4%	-5%	0%
CS(=O)(=O)Nc1ccc(N2CCN(c3ccc(C(F)(F)F)cn3)CC2)nc1	-5%	2	8	8	-13	-14	-3.1%	0%	-6%
CCN(CCO)Cc1csc2ccc(C(C)(C)C)cc12	1%	-12	19	-25	-13	-82*	1.3%	1%	-19%
CCCCOC(=O)Cn1c(=O)oc2ccc(C)cc21	-4%	-5	-1	-10	2	3	0.6%	1%	0%
COc1cccc(-c2nc(=S)c3c(n2CCCO)CCCC3)c1	-2%	-3	1	-3	21	-7	8.7%	-4%	-4%
CCSc1nnc(NC(=O)CSc2nc3c(cc2C#N)CCCC3)s1	3%	-4	9	-7	-5	23	1.5%	0%	-2%
COc1ccc(C(=O)COC(=O)CCn2nnc(-c3cccc(O)c3OC)n2)cc1	-2%	2	5	-4	-7	0	3.3%	0%	-6%
S=c1[nH]c2ccc(Cl)cc2s1	-2%	-1	5	1	-10	-17	-0.9%	1%	?
COc1cccc(CNn2cnnc2)c1O	4%	-1	7	6	1	-5	-1.7%	0%	0%
Cc1cccc(N(CC(=O)NCCc2ccccc2)C(=O)CCC(=O)Nc2ccccn2)c1C	-4%	-3	6	12	1	4	-0.8%	0%	-9%
CCOC(=O)/C=C1\SCC(=O)N1CCOc1cccc(Br)c1	-7%	-5	1	-12	-1	-2	0.9%	-1%	6%
N#C/C(=C/c1ccc(Oc2ccc([N+](=O)[O-])cn2)cc1)C(=O)N1CCOCC1	-4%	-4	7	10	-14	1	0.9%	2%	-4%
Oc1ccc(/C=N/n2cc(-c3ccccc3)[nH]c2=S)cc1	1%	0	2	-3	-1	-2	-0.3%	-4%	-7%
O=C(CSc1nc2c([nH]c3ccccc32)c(=O)n1-c1ccccc1)Nc1ccccc1C(F)(F)F	-2%	1	0	-6	13	-8	1.6%	-5%	-10%
Cc1cc(C)c(NS(=O)(=O)c2ccc3c(c2)NC(=O)CCS3)c(C)c1	-3%&-2%	2&-5	-1&3	1&0	20	3&-14	-2.1%&0.2%	1%&-6%	7%&4%
O=C(CN1C(=O)NC2(CCCCC2)C1=O)NC1CCCc2ccccc21 (stereo not drawn)	-1%	-7	1	-2	13	5	1.4%	-3%	3%

Reprinted at random: 2 records from the list.
SMILES	GRP78 ERSR act	D1 potentiator	D1 ag	D2 potentiator	RXFP1 antagonist	D1 antagonist	RXFP1 ag	Vif-A3G inh	Vif-A3F inh
Oc1ccc(/C=N/n2cc(-c3ccccc3)[nH]c2=S)cc1	1%	0	2	-3	-1	-2	-0.3%	-4%	-7%
Cc1cc(C)c(NS(=O)(=O)c2ccc3c(c2)NC(=O)CCS3)c(C)c1	-3%&-2%	2&-5	-1&3	1&0	20	3&-14	-2.1%&0.2%	1%&-6%	7%&4%

Further compounds follow:
SMILES	GRP78 ERSR act	D1 potentiator	D1 ag	D2 potentiator	RXFP1 antagonist	D1 antagonist	RXFP1 ag	Vif-A3G inh	Vif-A3F inh
O=C(CCCN=C1NS(=O)(=O)c2ccccc21)OCC(=O)N1CCc2ccccc21	-4%	-9	0	-4	-5	5	0.3%	-1%	-7%
CCOc1ccc(N(CC(=O)NCCc2ccccc2)C(=O)c2csnn2)cc1	6%	nt	5	18	-11	16	0.1%	1%	7%
O=C(Nc1nnc(C2=COCCO2)o1)c1ccc(Br)cc1	nt	-6	0	-6	nt	-34*	0.3%	nt	nt
C=CCn1c(SC)nccc1=O	-3%	nt	nt	nt	1	nt	nt	0%	10%
CN(CC(=O)Nc1cccc(F)c1)C(=O)c1ccc(-c2cccc(C(F)(F)F)c2)o1	-4%	0	4	21	-9	6	2.4%	0%	0%
CCn1cc(Br)c(C(=O)Nc2ccccc2C(=O)OC)n1	-2%	0	10	11	2	-36*	0.9%	-2%	2%
O=P(O)(O)COc1ccccc1P(=O)(c1ccccc1)c1ccccc1	-3%	-2	4	-6	2	-1	-1.3%	4%	-17%
CCc1ccc(-c2cc(C)no2)cc1S(=O)(=O)N1CCC(C)CC1	-1%	-2	5	nt	-17	2	0.4%	2%	-5%
Cc1ccc(C)c(NC(=O)Cn2c(=O)n(CC3CCCO3)c(=O)c3ccccc32)c1 (stereo not drawn)	-3%	3	1	-6	nt	-2	0.9%	0%	-3%
COc1ccc(OC)c(/C=N\NC(=O)c2ccc(COc3ccc(C)cc3[N+](=O)[O-])o2)c1	-5%	nt	nt	nt	-13	nt	nt	0%	9%
CSc1cc(C)[nH]c(=O)n1	-2%	-1	3	1	-6	8	-0.4%	-1%	-2%
Cc1ccc(NS(=O)(=O)c2cccc(C(=O)NCC3(N(C)C)CCCCC3)c2)cc1	4%	0	7	-12	-6	4	-0.4%	2%	-1%
Cc1ccc2c(c1)-c1c(ssc1=S)C(C)(C)N2C(=O)CSc1nncn1C	-4%	-1	1	9	-19	13	-1.3%	2%	-3%
CCn1c(=O)n(CC(=O)NCc2ccccc2OC)c(=O)c2ccccc21	1%	-4	3	5	-8	-6	1.5%	0%	2%
CCCCN(C(=O)CSCC(=O)Nc1ccc(C)cc1)c1c(N)n(CC(C)C)c(=O)[nH]c1=O	0%	4	1	4	8	5	0.0%	-3%	2%
Cn1cccc1Cc1nnc(SCC(=O)Nc2ccccc2F)n1-c1ccc(F)cc1	-4%	0	1	-10	13	-5	1.4%	0%	-1%
COc1ccccc1NS(=O)(=O)c1cc(NC(=O)COc2ccccc2F)ccc1N1CCOCC1	-2%	nt	nt	nt	-9	nt	nt	1%	-4%
CCc1ccc(OCC(=O)OCC(=O)NCCNC(=O)COC(=O)COc2ccc(CC)cc2)cc1	-4%	-2	6	-4	-17	5	-0.2%	0%	-15%
